Screens from PubChem.
M. tuberculosis HTS – M. tuberculosis growth inhibition, HTS (AID 449762). M. tuberculosis H37Rv growth inhibition, 7H9 media; higher % means a stronger effect. inhibition, % at 25 µM; hits with a dose series show IC50 in µM. actives 0.59% (n = 330,000); in the data active means a potency from the dose series; inconclusive means inhibition above about 70% without an active follow-up result;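 further: bacterial growth assessed after seven days of incubation; strong numbers were not always called active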
PhoP GFP inhibition – Inhibition of PhoP regulon, Salmonella typhi GFP reporter cells, confirmation, 4 h (AID 1850); Salmonella Typhi PhoP-promoter GFP reporter, fluorescence, 4 h; higher % means a stronger effect; one-dose inhibition, % at 50 µM; IC50 in µM for titrated hits; actives 0.33% (n = 310,000); in the data active means a potency from the dose series; inconclusive means inhibition mostly from about 25% at the one dose, without a potency; inactive means the rest, 99 in 100 with inhibition below about 19%;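 further: 0% = induced wells with vehicle and 100% = uninduced wells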
influenza NS1A – H1N1 influenza NS1A inhibitors, functional cell based assay (AID 504329); NS1A functional cell-based assay, percent inhibition; higher % means a stronger effect; inhibition, % at 12.5 µM, or IC50 in µM where a hit was titrated; actives 0.3% (n = 340,000); in the data active means a potency from the dose series; inconclusive means inhibition above about 27% without an active follow-up result; further: strong numbers were not always called active
inhibitors of VEEV – inhibitors of VEEV TC-83 cytopathic effect, confirmation, Vero cells (AID 588727) | Vero cells, VEEV TC-83 cytopathic effect inhibition; higher % means a stronger effect | inhibition, % at 20 µM; hits with a dose series show IC50 in µM | actives 0.13% (n = 350,000); in the data active means a potency from the dose series; inconclusive means inhibition mostly from about 14% at the one dose, without a potency; inactive means the rest, 99 in 100 with inhibition below about 12%; further: strong numbers were not always called active
M. tuberculosis – growth inhibition of non-replicating M. tuberculosis (AID 488890); Mycobacterium tuberculosis non-replicating, growth inhibition; higher % means a stronger effect; one-dose inhibition, % at 25 µM; IC50 in µM for titrated hits; actives 0.39% (n = 320,000); in the data active means a potency from the dose series; inconclusive means inhibition mostly from about 82% at the one dose, without a potency; inactive means the rest, 99 in 100 with inhibition below about 76%;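 further: plate controls were DMSO cells for no effect and high antibiotic wells for full effect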
inhibitors of VEEV 10K pilot screen – further read-out of inhibitors of VEEV, marked with its call; inhibition, %; measured here: 10K pilot screen inhibition
* hit, by the source's call; i = inactive; ? = inconclusive; nt = not tested or not shown; & = joins results of further samples.

SMILES	M. tuberculosis HTS	PhoP GFP inhibition	influenza NS1A	inhibitors of VEEV	M. tuberculosis	others
OCCC1CN(C2CCN(c3ccccc3F)CC2)CCN1Cc1ccccc1 (stereo unspecified)	9%	7%	0%	1.3%	23%
CCOC(=O)c1ccc(CSc2n[nH]c(C)n2)o1	-9%	-8%	15%	1.4%	-8%
Cc1n[nH]c(C)c1S(=O)(=O)N1CCC(C(=O)Nc2cccc(F)c2)CC1	-2%	-18%	0%	i	-19%
Nc1ccn(Cc2cccc(F)c2)n1	-1%	-6%	-4%	i	-7%
NS(=O)(=O)c1ccc(NC(=O)COC(=O)C2CC2)cc1	5%	nt	-14%	1.1%	0%
CCSc1nc2ccccc2[nH]1	-10%&-19%	2%&-4%	7%&2%	3.0%	1%&7%
CSC1=N/C(=C/c2cccnc2)C(=O)N1Cc1ccc(Cl)cc1	3%	6%	-34%	0.9%	-2%
C=CCn1c(SCC(=O)Nc2ncc(Cc3ccc(Br)cc3)s2)nnc1-c1ccncc1	-9%	9%	-4%	i	10%
CCCCNC(=O)C(=O)NCCCn1ccnc1	-3%	10%	2%	1.6%	4%
O=C(NCc1ccc2c(c1)OCO2)C(=O)Nc1ccccc1	2%	2%	-2%	2.1%	19%
c1ccc(-c2csc(Nc3nc(N4CCOCC4)nc(N4CCOCC4)n3)n2)cc1	2%	20%	0%	11%	-5%
O=C(CCC1CCN(C(=O)c2cccc(Cl)c2F)CC1)Nc1ccccc1	2%	-6%	-5%	2.1%	10%
CCCCOC(=O)C1[C@H]2C(=O)N(CCc3ccccc3)C[C@]23C=C[C@H]1O3 (stereo partly specified)	2%	3%	7%	i	14%
Cc1cc(C)nc(NS(=O)(=O)c2ccc(-n3cccc3)cc2)n1	-9%	10%	4%	4.6%	6%
Cc1ccc(Cl)cc1NS(=O)(=O)c1ccccc1	nt	nt	-20%	3.7%	nt
C/C(=C\C(=O)C(F)(F)F)Nc1ccc(C(F)(F)F)cc1	-1%	5%	-18%	3.3%	-9%
COc1ccc(C2CC(Cn3cc(C#N)c(=O)n(C)c3=O)ON2C)cc1 (stereo unspecified)	-4%	3%	nt	2.5%	-1%
Cc1cccc(NC(=O)CCS(=O)(=O)c2ccccc2)n1	2%	-2%	3%	2.5%	0%
CN1CCN(/C=C(\C#N)S(=O)(=O)c2ccc(Cl)cc2)CC1	6%	-12%	-19%	1.8%	-1%
Cn1c(-c2cccc(Br)c2)n[nH]c1=O	7%	-6%	nt	i	0%
Cc1cccc(N(CC(=O)NC2CCCCC2)C(=O)c2ccc(C)s2)c1	-2%	-3%	2%	i	11%
O=C(CN1CCCCC1)Nc1ccc(NC(=O)c2ccccc2Cl)cc1Cl	2%	10%	14%	2.0%	-3%
O=C(Cn1nc(-c2ccc(Cl)cc2)ccc1=O)NCC1CCCO1 (stereo unspecified)	-2%	-8%	3%	0.2%	nt
CN(CC(=O)NC1CCCc2ccccc21)S(=O)(=O)c1cccs1 (stereo unspecified)	-5%	-4%	-1%	i	9%
C[C@H](CO)N1C[C@H](C)[C@@H](CN(C)S(C)(=O)=O)Oc2ccc(N(C)C)cc2C1=O	4%	nt	2%	0.3%	9%	inhibitors of VEEV 10K pilot screen=0.3
COc1ccc(OC)c(C2C(C(=O)c3ccco3)=C(O)C(=O)N2Cc2cccnc2)c1 (stereo unspecified)	-26%	-9%	-7%	3.9%	-2%
Cc1ccc(CNC(=O)CC(C)S(=O)(=O)c2ccc3c(c2)NC(=O)CS3)o1 (stereo unspecified)	7%	-10%	-6%	i	6%
Cn1cc(C(=O)NCCO)c(=O)c2ccccc21	3%	-7%	-2%	0.1%	2%
CCSc1cnc(-c2ccccc2)n1CC	1%	-7%	9%	1.0%	10%
Cc1ccc(CNS(=O)(=O)c2ccc3c(c2)n(C)c(=O)n3C)cc1	7%	5%	-23%	1.7%	1%

For convenience, some entries already given.
SMILES	M. tuberculosis HTS	PhoP GFP inhibition	influenza NS1A	inhibitors of VEEV	M. tuberculosis	others
OCCC1CN(C2CCN(c3ccccc3F)CC2)CCN1Cc1ccccc1 (stereo unspecified)	9%	7%	0%	1.3%	23%
CCOC(=O)c1ccc(CSc2n[nH]c(C)n2)o1	-9%	-8%	15%	1.4%	-8%

More records follow.
SMILES	M. tuberculosis HTS	PhoP GFP inhibition	influenza NS1A	inhibitors of VEEV	M. tuberculosis	others
Cc1sc2ncnc(SCC(=O)N3c4ccccc4Sc4ccc(Cl)cc43)c2c1C	7%	10%	-10%	0.5%	5%
CCc1ccc(CNC(=O)C2CCC(=O)N(CCc3ccc(Cl)cc3)C2)nc1 (stereo unspecified)	-4%	-6%	-1%	1.0%	39%
CCC(C)NCc1ccc(C(=O)OC)o1 (stereo unspecified)	0%	-10%	0%	2.9%	-6%
COc1ccc(-n2nc(C(=O)NCC(=O)N3CCN(c4ccccn4)CC3)c3ccccc3c2=O)cc1OC	-15%	3%	-15%	6.3%	8%
O=C(C[n+]1ccc(C(=O)NCCCO)cc1)c1cccc(Br)c1	-4%	-4%	-20%	1.2%	-8%
COc1ccccc1CNC(=O)c1ccc(NS(=O)(=O)c2c(C)noc2C)cc1	-7%	3%	1%	0.2%	6%
O=C(CCC(=O)N(CC(=O)NC1CCCC1)c1ccc(F)cc1)Nc1nccs1	4%	8%	4%	2.1%	-3%
CCOC(=O)CSc1nc2ccccc2n2cnnc12	0%	-7%	1%	1.2%	-18%
CCOC(=O)Nc1ccc2c(c1)C(=NO)c1ccccc1-2	nt	nt	-5%	7.8%	nt
CN(C)S(=O)(=O)c1cccc(COC(=O)CN2C(=O)NC3(CCCC3)C2=O)c1	-10%	-9%	-9%	6.8%	-4%
O=C(COc1ccccc1)N1CCN(S(=O)(=O)c2cccs2)CC1	-5%	-10%	-4%	1.9%	2%
COc1cccc(-c2noc(C(C)n3nc(C)c([N+](=O)[O-])c3C)n2)c1 (stereo unspecified)	-1%	-2%	11%	3.2%	41%
COc1cc2[nH]c(=O)n(CCCCCC(=O)NCCCN3CCCC3=O)c(=O)c2cc1OC	-5%	5%	2%	5.2%	16%
Cc1ccc(OC(=O)c2cccc(C(=O)Oc3ccc(C)cc3)n2)cc1	-8%	0%	1%	0.5%	?
O=C(NC1=NCCS1)c1ccc(F)c(S(=O)(=O)N2CCOCC2)c1	0%	nt	6%	0.9%	3%
CCO[C@H]1OC(C(=O)O)=C[C@@H](C2CC2)[C@@H]1CCCO	-6%	-7%	nt	nt	-7%
O=C(c1ccc(=O)[nH]c1)N1CCCc2ccccc21	6%	-12%	2%	0.8%	-5%
O=C(O)c1ccc(COc2ccccc2C=C2C(=O)c3ccccc3C2=O)cc1	16%	-2%	5%	1.8%	0%
CC(C)(C#N)N([O-])C=C[N+](=O)C(C)(C)C#N	3%	2%	2%	1.1%	7%
COc1cc(C)c(C(=O)Oc2cc(C)c(C(=O)O)c(O)c2C)c(OC)c1C	-5%	2%	1%	1.1%	40%
O=C(NC(=S)Nc1ccc(Cl)cn1)c1cc([N+](=O)[O-])ccc1N1CCOCC1	15%	-7%	2%	5.4%	nt
COc1cccc(CN2CCN(Cc3nc4c(s3)CCCC4)CC2CCO)c1 (stereo unspecified)	3%	-4%	7%	i	9%
CCOC(=O)N1CCN(c2c(NCc3ccccc3Cl)c(=O)c2=O)CC1	-2%	4%	-8%	i	-1%
Cc1ccc(NC(=O)CNC(=O)c2ccco2)cc1	-1%	-2%	1%	1.0%	-1%
CCN(CC(=O)NC1CCS(=O)(=O)C1)c1ccc(S(C)(=O)=O)cc1[N+](=O)[O-] (stereo unspecified)	-2%	-3%	9%	1.1%	-1%
O=C(COc1ccc([N+](=O)[O-])cc1)Nc1cccc2nsnc12	7%	3%	4%	0.5%	46%
Nc1ccc([As](=O)(O)O)cc1	0%	-1%	-4%	1.2%	-8%
CCOC(=O)C1=C(N)Oc2cc(O)ccc2C1c1ccccc1 (stereo unspecified)	4%	-3%	-2%	0.9%	4%
CCOC(=O)c1nn(-c2ccc(F)cc2)c2nc(Nc3ccccc3)cc(=O)n12	39%	-1%	-9%	i	75%
COc1ccc(C2CC(c3ccc(OC)cc3O)=NN2C(=O)c2ccccc2)cc1 (stereo unspecified)	-5%	-8%	-3%	4.2%	-2%
CC(C)CCNC(=O)C1CC(c2cccc([N+](=O)[O-])c2)=NO1 (stereo unspecified)	-2%	9%	2%	0.7%	-18%	inhibitors of VEEV 10K pilot screen=0.6
Cc1ccc(NC(=O)NC(=O)COc2ccccc2C(N)=O)c(C)c1	-10%	nt	0%	0.6%	-14%
Cc1c(Br)c(O)c(Br)c(O)c1/C=N/n1c(-c2ccccc2)n[nH]c1=S	4%	-5%	-1%	0.6%	14%
O=C(Cc1ccccc1)N1CCCC(c2nc(-c3ccc(S(=O)(=O)N4CCCC4)cc3)no2)C1 (stereo unspecified)	-1%	-10%	1%	1.4%	5%
Cc1ccc(S(=O)(=O)N(C(=N)N)c2nc(N(C)C)nc(N(C)C)n2)cc1	-10%	-3%	3%	1.0%	3%
COC(=O)C1C=CC(OC2OC(COC(C)=O)C(OC(C)=O)C(OC(C)=O)C2OC(C)=O)n2c(=O)n(-c3ccccc3)c(=O)n21 (stereo unspecified)	nt	nt	0%	0.6%	nt
O=C(CN1C2CCCC1CC(NC(=O)c1ccccc1)C2)Nc1ccccc1C(F)(F)F (stereo unspecified)	-4%	7%	-6%	3.8%	13%
C[C@H]1COC(=O)[C@@H](NC(=O)OCC2c3ccccc3-c3ccccc32)C/C=C\C[C@H](CC(=O)NCCO)C(=O)N1	-1%	nt	-2%	i	45%
CCc1ccc(NC(=O)CNS(=O)(=O)c2c(C)noc2C)cc1	2%	-1%	1%	4.0%	23%
COC(=O)/C(=N/Nc1ccccc1Cl)Sc1nnc(C(O)c2ccccc2)n1-c1ccccc1 (stereo unspecified)	4%	-4%	4%	0.1%	-1%
Cc1onc(-c2c(Cl)cccc2Cl)c1NC(=O)NNc1ccccc1	-6%	-3%	9%	1.5%	7%
CCN(CC)CC(=O)Nc1ccc(Cl)cc1C(=O)c1ccccc1	12%	11%	-11%	0.8%	1%
CCc1nnc(NC(=O)c2sc3nc4cc(C)ccc4cc3c2N)s1	0%	-3%	0%	0.3%	-28%
CCOC(=O)C(Cc1cc(C(C)=O)ccc1OCC)C(=O)OCC	-7%	8%	-7%	0.8%	8%
CCOc1ccc2oc(C(=O)OCC(=O)N(CC(C)C)c3c(N)n(Cc4ccccc4)c(=O)[nH]c3=O)c(C)c2c1	nt	nt	-6%	6.3%	nt
CCOC(=O)CSc1nc(N)c(C#N)c(-c2cccs2)c1C#N	?	-13%	1%	1.2%	?
CCn1cnc2c1c(=O)n(CC(=O)OC)c(=O)n2Cc1ccccc1	-12%	-5%	1%	0.5%	-6%
COc1ccc(/C=C2/C(=O)N(CC3CCCO3)C(=S)N2C)c(OC)c1 (stereo unspecified)	0%	-16%	9%	1.4%	0%
C=CCN(CC=C)c1ccc(N2C(=O)C3CCCCC3C2=O)cc1[N+](=O)[O-] (stereo unspecified)	-1%	0%	4%	0.8%	11%
COc1ccccc1-n1cnnc1SCC(=O)N1CC(=O)Nc2ccccc21	0%	-3%	3%	i	18%

Six entries already listed, arranged by formula weight, smallest number first:
SMILES	M. tuberculosis HTS	PhoP GFP inhibition	influenza NS1A	inhibitors of VEEV	M. tuberculosis	others
CCOC(=O)C(Cc1cc(C(C)=O)ccc1OCC)C(=O)OCC	-7%	8%	-7%	0.8%	8%
CCOC(=O)CSc1nc(N)c(C#N)c(-c2cccs2)c1C#N	?	-13%	1%	1.2%	?
CCN(CC)CC(=O)Nc1ccc(Cl)cc1C(=O)c1ccccc1	12%	11%	-11%	0.8%	1%
COc1ccc(/C=C2/C(=O)N(CC3CCCO3)C(=S)N2C)c(OC)c1 (stereo unspecified)	0%	-16%	9%	1.4%	0%
C=CCN(CC=C)c1ccc(N2C(=O)C3CCCCC3C2=O)cc1[N+](=O)[O-] (stereo unspecified)	-1%	0%	4%	0.8%	11%
COc1ccccc1-n1cnnc1SCC(=O)N1CC(=O)Nc2ccccc21	0%	-3%	3%	i	18%

Continued:
SMILES	M. tuberculosis HTS	PhoP GFP inhibition	influenza NS1A	inhibitors of VEEV	M. tuberculosis	others
O=C(/C=C/c1cccc(F)c1)Nc1ccc(S(=O)(=O)Nc2ncccn2)cc1	-1%	-3%	-12%	i	60%
CC(C)c1ccc(NC(=O)[C@@H](C)NC(=O)[C@@H]2Cc3ccccc3CN2)cc1	-1%	0%	4%	2.7%	25%
NC(=O)c1ccsc1NC(=O)COC(=O)CNC(=O)c1ccc(Cl)cc1	5%	nt	-1%	0.5%	5%
Nc1nccnc1C(=O)OCC(=O)c1ccc[nH]1	3%	-3%	-6%	5.4%	-5%
NS(=O)(=O)c1ccc(NC(=O)COC(=O)c2cc(Cl)ccc2[N+](=O)[O-])cc1	-3%	2%	-6%	1.0%	nt

Rows are unselected (roughly 1.6% active in at least one column).
